SUMO1-SIM PPI: modulators of SUMO1 protein-protein interactions, primary screen, biochemical, uHTS; Small ubiquitin-related modifier 1 (Homo sapiens), P63165; SUMO1 binding to a labelled peptide, TR-FRET, 1 h; inhibition, % at 20 µM; hit rate 0.33% among 360,000; in the data active = inhibition above about 37%
Target sequence (P63165 whole entry, looked up): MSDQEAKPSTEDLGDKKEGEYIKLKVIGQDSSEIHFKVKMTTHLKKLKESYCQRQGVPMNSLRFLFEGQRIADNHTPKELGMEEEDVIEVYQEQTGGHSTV
Neddyl block: inhibitors of cullin neddylation, primary screen, biochemical, TR-FRET, uHTS, NAE and Ubc12. calls only at 25 µM. AID 651699, 2012. NEDD8-conjugating enzyme Ubc12 (Homo sapiens) + NEDD8-activating enzyme E1 regulatory …. hit rate 0.58% among 360,000; in the data active = inhibition above about 36%
LMPTP inh: LMPTP phosphatase inhibitors, primary screen, biochemical, fluorescence intensity, uHTS. hit rate 0.22% among 360,000. Low molecular weight phosphotyrosine protein phosphatase (Homo sapiens), P24666. inhibition, % at 20 µM. AID 651560, 2012. recombinant LMPTP-A, OMFP fluorogenic substrate;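 active = compounds that cut the enzyme signal by at least half of the control window in the single-dose screen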;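 also: plate controls were DMSO wells with enzyme plus substrate for no effect and substrate without enzyme for full effect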
Target sequence (P24666 whole entry, looked up): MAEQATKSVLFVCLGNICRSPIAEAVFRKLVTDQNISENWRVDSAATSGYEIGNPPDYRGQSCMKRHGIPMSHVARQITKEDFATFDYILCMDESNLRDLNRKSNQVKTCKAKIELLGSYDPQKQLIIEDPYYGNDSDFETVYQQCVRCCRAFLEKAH
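Buffer or medium: Bis-Tris pH 6.0, DTT, detergent; Assay system: LMPTP-A enzyme; Quantity: 0.625 nM enzyme; Detection: endpoint fluorescence intensity; Times: 50 min dark incubation at room temperature; Controls: substrate-only low control, DMSO enzyme-plus-substrate high control; Doses: single 20 µM dose; Read-out: percent inhibition versus substrate-only and uninhibited controls; Reagent: 400 µM OMFP.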
STEP inh: STEP phosphatase inhibitors, primary screen, biochemical, fluorescence intensity, uHTS. Tyrosine-protein phosphatase non-receptor type 5 (Homo sapiens), P54829. recombinant STEP, OMFP fluorogenic substrate. inhibition, % at 20 µM. hit rate 0.25% among 360,000. AID 588621, 2011;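 active = inhibition at 20 µM, scaled per plate between control wells, above about 37%, limit read from the data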;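 also: 0% = DMSO with enzyme and substrate and 100% = substrate only without enzyme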
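Assay system: isolated STEP enzyme / Timing: 20 min at room temperature, dark / Doses: 20 µM, 1% DMSO / Technique: fluorescence intensity, excitation 480 nm, emission 540 nm / Reagent: fluorogenic phosphatase substrate OMFP at 25 µM final / Measure: percent inhibition scaled to no-enzyme and uninhibited-enzyme controls, plate-pattern corrected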
DNMT1 block: human DNMT1 methyltransferase inhibitors, primary screen, biochemical, molecular beacon, fluorescence, HinP1I cleavage, uHTS. inhibition (reported as % activation of signal), % at 10 µM. hit rate 0.83% among 360,000; in the data active = inhibition above about 50%
Rpn11 inh: Rpn11 (PSMD14) deubiquitinase inhibitors, primary screen, biochemical, fluorescence polarization, uHTS; 26S proteasome non-ATPase regulatory subunit 14 (Homo sapiens), O00487; human 26S proteasome, Ub4-pepOG fluorescence polarization; 20S core pre-blocked with epoxomicin; calls only at 20 µM; hit rate 0.59% among 360,000; AID 588493, 2011;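 active = inhibition at 20 µM, scaled to each plate's controls, above about 33%, limit read from the data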
Target sequence (O00487 whole entry, looked up): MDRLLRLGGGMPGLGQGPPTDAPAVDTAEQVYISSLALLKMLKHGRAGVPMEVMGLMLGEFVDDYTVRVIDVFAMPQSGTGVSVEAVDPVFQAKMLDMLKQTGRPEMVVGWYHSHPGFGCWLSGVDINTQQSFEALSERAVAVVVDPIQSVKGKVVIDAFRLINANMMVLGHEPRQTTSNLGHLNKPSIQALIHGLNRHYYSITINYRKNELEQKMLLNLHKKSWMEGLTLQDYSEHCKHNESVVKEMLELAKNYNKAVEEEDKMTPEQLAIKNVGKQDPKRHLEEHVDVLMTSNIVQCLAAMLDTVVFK
Rin1 Abl inh: inhibitors of Rin1-Abl protein binding, primary screen, biochemical, TR-FRET | Tyrosine-protein kinase ABL1 (Homo sapiens) + Ras and Rab interactor 1 (Homo sapiens), … | inhibition, % at 7.35 µM | hit rate 0.4% among 360,000 | AID 588664, 2011; in the data active = inhibition above about 5%, passing the limit was not always enough
NadD block: inhibitors of S. aureus NadD, primary screen, biochemical, colorimetric, uHTS. Nicotinate-nucleotide adenylyltransferase NadD (Staphylococcus aureus N315). AID 602399, 2012. hit rate 0.78% among 360,000. purified NadD enzyme, colorimetric absorbance read-out. inhibition, % at 20 µM; in the data active = inhibition above about 26%; also: some compounds past the cut are filed as inactive
Scp-1 inhibitor: Scp-1 phosphatase inhibitors, primary screen, biochemical, colorimetric, uHTS; Carboxy-terminal domain RNA polymerase II polypeptide A small phosphatase 1 (Homo …; Recombinant Scp1, phosphopeptide, malachite green phosphate absorbance; inhibition, % at 20 µM; hit rate 0.88% among 340,000; AID 493091, 2011;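 active = inhibition above about 50% at 20 µM, limit read from the data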;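 also: plate controls were DMSO wells with enzyme for no effect and wells lacking enzyme for full effect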
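Material: truncated SCP-1 phosphatase (76-261aa) / Buffer or medium: 50 mM Tris acetate pH 5.5, 0.005% Tween-20, 10 mM MgCl2 / Compound dosing: one concentration, 20 µM, with 1.0% DMSO / Incubation: 45 min room-temperature reaction, 5 min colour, 30 min stabiliser / Detection: colorimetric free-phosphate detection, absorbance 630 nm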
CSN inh: inhibitors of CSN-mediated cullin deneddylation, primary screen, biochemical, fluorescence polarization, uHTS; AID 651999, 2013; COP9 signalosome complex subunit 5 (Homo sapiens), Q92905; hit rate 0.38% among 360,000; Purified CSN, SCF-Nedd8-OG deneddylation; inhibition, % at 12.5 µM;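 active = pattern-corrected inhibition above about 35%, with an unprinted fluorescence ratio check between 0.5 and 1.5, limit read from the data, passing the limit was not always enough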;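 also: 0% = enzyme with substrate and 100% = substrate without enzyme; some results filed as inactive read as strong as hits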
Target sequence (Q92905 whole entry, looked up, one chain of several): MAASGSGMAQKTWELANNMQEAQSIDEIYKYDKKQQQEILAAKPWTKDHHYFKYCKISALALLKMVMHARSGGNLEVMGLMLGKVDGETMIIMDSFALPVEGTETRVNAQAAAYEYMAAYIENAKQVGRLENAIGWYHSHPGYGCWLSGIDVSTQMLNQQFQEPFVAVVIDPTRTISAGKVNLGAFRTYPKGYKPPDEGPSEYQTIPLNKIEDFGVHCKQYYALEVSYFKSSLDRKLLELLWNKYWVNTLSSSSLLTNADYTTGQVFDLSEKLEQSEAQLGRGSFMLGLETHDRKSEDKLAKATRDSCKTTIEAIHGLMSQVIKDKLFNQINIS
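Material: purified human Csn5 enzyme expressed in HEK293T cells / Medium: Tris buffer pH 7.5, NaCl, DTT, Tween-20, trehalose, ovalbumin / Compound dosing: 12.5 µM single point / Schedule: 90 min incubation of compound, enzyme and substrate at room temperature / Signal: fluorescence polarization of the substrate / Control set: no-enzyme wells high, enzyme-with-substrate wells low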
* marks the source's active call; other numbers are inactive results; i = inactive; . = not tested or not shown.

SUMO1-SIM PPI,Neddyl block,LMPTP inh,STEP inh,DNMT1 block,Rpn11 inh,Molecule,Rin1 Abl inh,NadD block,Scp-1 inhibitor,CSN inh
-5.5,.,0.0,2.1,2.2,i,CCN(CC)c1ccc(C2NC(=O)c3ccccc3N2)cc1 (stereo not drawn),1.3,1.2,2.2,1.0
-0.4,i,-2.7,-1.1,2.8,i,CCC(C)(C)NC(=O)CN(C(=O)CCC(=O)Nc1nccs1)c1ccccc1C,2.4,-6.9,-3.0,3.3
7.1,i,0.5,-0.3,1.9,i,COc1ccc(CCNc2nc(C)nc3c2oc2ccccc23)cc1OC,-3.2,-4.6,-4.3,2.5
4.0,i,0.3,-5.0,1.8,i,CCCn1cc(CN2CCCC(CNC(=O)c3ccc(F)cc3)C2)c(C)n1 (stereo not drawn),2.7,-7.7,-1.4,0.1
0.5,i,-0.7,-2.7,-1.9,i,CCOc1ccc(NC(=S)N2CCCN(Cc3cc(C)ccc3C)C2)cc1,-4.7,-3.0,-1.7,-0.6
0.6,i,-0.7,1.6,2.7,i,CC(=O)Nc1ccc(NC(=O)c2csc([C@H]3C[C@H](O)[C@@H](CO)O3)n2)cc1,-4.6,-2.3,.,3.7
1.4,i,-1.4,0.0,2.0,i,CCn1cc(C(=O)O)c(=O)c2cc(Br)ccc21,2.6,-2.4,-11.3,1.2
3.7,i,-0.8,-2.2,-0.1,i,CCc1ccc(NC(=O)[C@H](NC(=O)[C@@H]2Cc3ccccc3CN2)c2ccccc2)cc1,-1.4,-2.1,8.3,-0.6
3.2,i,0.0,-2.6,1.9,i,COc1cc(Cl)ccc1OCc1cc(C(=O)N(C)C2CC(C)(C)NC(C)(C)C2)no1,0.9,-9.9,-7.8,1.5
0.3,i,0.3,-5.7,-8.7,i,Clc1ccccc1CO/N=C1\CCCc2nonc21,-0.8,-7.0,-6.3,1.3
1.3,i,-1.6,0.5,-0.2,i,O=C(O)C1(NS(=O)(=O)c2ccc(Cl)cc2)CCCCC1,-8.1,2.1,-6.0,2.5
3.8,i,-1.7,1.0,0.8,i,Cc1nn(CC(=O)NCCN2CCCCC2C)c(=O)c2cc(-c3ccccc3)nn12 (stereo not drawn),-3.0,-7.1,-7.9,-1.4
-0.9,i,-2.6,-2.3,5.5,i,CC(=O)N1CCN(CC(=O)Nc2cc(F)ccc2C)CC1,3.7,-0.1,-3.0,6.2
2.4,i,2.2,0.3,1.1,i,CCc1c(C)nc(Nc2nc(C)c3ccc(OC)cc3n2)[nH]c1=O,2.0,4.1,-1.0,0.4
-13.2,i,1.4,-2.6,-3.6,i,O=C(/C=C/c1ccccc1)NC(=S)Nc1ccc(CN2CCOCC2)cc1,-0.1,5.0,-0.8,-2.2
28.9,i,0.4,2.4,-0.3,i,COc1ccccc1C1N=C(c2ccccc2C)NO1 (stereo not drawn),-0.2,-0.7,-3.8,0.1
-20.2,i,-8.2,-1.2,-3.6,i,Cc1ccc(C(=O)NCC(=O)NCC(c2cccs2)N2CCOCC2)cc1C (stereo not drawn),1.2,2.1,-4.0,-3.2
3.1,i,-0.9,-0.4,-3.8,i,O=C(C1CCCN(S(=O)(=O)c2ccc(F)cc2)C1)N1CCCCC1 (stereo not drawn),-4.8,-1.1,-5.5,-0.7
-4.7,i,-1.6,-0.4,0.5,i,Cc1ccc2nc(-c3ccncc3)cc(C(=O)NCCc3ccc(F)cc3)c2c1,-0.8,-7.3,-0.8,2.8
-5.2,.,-1.1,-2.7,3.8,i,CCOc1c2ccc(C(=O)NCCc3ccc(C)cc3)cc2nn1CC,-2.4,-1.2,-7.7,-5.1
-8.7,i,-1.1,-3.0,2.4,i,COc1ccccc1CNC(=O)COC(=O)c1ccc(N2CCCC2=O)cc1,2.8,-1.7,-5.5,0.2
-2.8,i,1.7,0.3,-2.8,i,O=C(c1ccccc1)c1ccc2nc(Nc3ccccc3)c3nncn3c2c1,4.8,4.6,-2.5,3.8
-29.0,i,-6.8,-1.8,2.1,i,Cc1cccc(C)c1NC(=O)CSc1ncnc2[nH]ncc12,1.1,-1.3,-4.7,0.7
0.1,i,6.7,2.2,0.4,i,CCOc1ccc(C2=C(C=Nc3c(C)n(C)n(-c4ccccc4)c3=O)C(c3ccc(F)cc3)c3ccccc3O2)cc1 (stereo not drawn),2.0,45.6*,-2.2,-0.4
-7.5,i,-0.5,1.6,-1.5,i,Cc1nnc(NCCc2ccccc2)[nH]c1=O,1.6,3.9,-2.5,-8.2
-10.3,i,0.4,0.3,4.5,i,Cc1cccc[n+]1CC(=O)Nc1cccc([N+](=O)[O-])c1,4.1,-0.7,-6.3,1.0
-2.6,i,-0.5,-1.6,1.8,i,COC(=O)c1ccc(CN2C(=O)NC3(CCC(C)CC3)C2=O)o1 (stereo not drawn),-0.2,9.3,-3.1,1.0
3.1,i,-1.5,-2.5,-0.1,i,S=C(Nc1ccc(Nc2ccccc2)cc1)N1CCN(c2ncccn2)CC1,3.4,-1.3,-5.3,-8.4
1.0,i,0.3,-3.4,7.1,i,COc1ccc(C(=O)O)cc1F,-4.8,4.4,-7.6,10.4
-15.3,i,1.3,-2.0,-2.5,i,O=C(Nc1ccncc1)c1cc(-c2ccccc2)nc2ccccc12,-12.1,-1.1,.,1.0

As a working copy, part of the list above:
SUMO1-SIM PPI,Neddyl block,LMPTP inh,STEP inh,DNMT1 block,Rpn11 inh,Molecule,Rin1 Abl inh,NadD block,Scp-1 inhibitor,CSN inh
3.1,i,-1.5,-2.5,-0.1,i,S=C(Nc1ccc(Nc2ccccc2)cc1)N1CCN(c2ncccn2)CC1,3.4,-1.3,-5.3,-8.4
1.0,i,0.3,-3.4,7.1,i,COc1ccc(C(=O)O)cc1F,-4.8,4.4,-7.6,10.4
-15.3,i,1.3,-2.0,-2.5,i,O=C(Nc1ccncc1)c1cc(-c2ccccc2)nc2ccccc12,-12.1,-1.1,.,1.0

New compounds follow
SUMO1-SIM PPI,Neddyl block,LMPTP inh,STEP inh,DNMT1 block,Rpn11 inh,Molecule,Rin1 Abl inh,NadD block,Scp-1 inhibitor,CSN inh
-31.6,i,-4.2,-0.5,-4.6,i,COc1ccc(-c2cc(=O)oc3cc(OC(C)C(=O)NCCCn4ccnc4)ccc23)cc1 (stereo not drawn),-1.6,8.6,-10.0,4.5
-16.9,i,-9.2,0.6,2.9,i,COc1ccc(Cl)cc1NS(=O)(=O)c1cccc(C(=O)NCC(C)(C)N2CCOCC2)c1,1.6,-4.6,-0.1,-0.1
-1.6,i,-2.0,4.1,-0.5,i,C[C@H]1CN=C(Nc2ccccc2)N1CC1CCCCCC1,0.6,-0.1,-3.0,-2.4
-0.9,i,-0.4,3.0,5.1,i,CC(C(=O)Nc1ccc(C#N)cc1)N(C)CC(=O)Nc1cccc(F)c1 (stereo not drawn),3.4,3.8,6.4,-0.9
-2.2,i,-0.3,-0.3,-3.2,i,OCc1nc2ccccc2n1Cc1ccc(Cl)cc1,0.1,-1.2,-5.2,2.0
-0.7,i,-0.1,0.6,-6.3,i,CCN(CC)c1ccc(NC(=O)OC)cc1,-1.0,-1.5,9.4,1.9
6.5,i,-2.4,0.9,-0.5,i,CC1CCN(S(=O)(=O)c2ccc3[nH]c(=O)[nH]c3c2)CC1,4.5,6.7,-3.0,6.8
3.0,i,0.5,3.2,1.4,i,Cc1cccc(NC(=O)CCCN2C(=O)C3CC=CCC3C2=O)c1 (stereo not drawn),-4.1,-3.4,-5.0,2.8
-0.3,i,0.4,1.8,-7.8,i,Cc1cc(C)nc(Nc2nc(C(N)Cc3ccc(F)cc3)cs2)n1 (stereo not drawn),-3.7,1.4,.,-1.8
-0.2,i,3.2,-2.4,-4.2,i,Cc1nn(Cc2ccccc2)c(C)c1C(=O)OCC(=O)c1cc(C)n(CC(F)(F)F)c1C,-1.8,-5.1,-7.9,0.5
3.6,i,-0.3,-0.8,-1.5,i,O=c1[nH]n(-c2ccc(F)cc2)c2ncccc12,-3.3,-0.7,-4.6,-3.5
-2.9,i,2.9,-0.8,-1.5,i,Cc1cc(C(=O)COC(=O)CNC(=O)c2ccc(F)cc2)c(C)n1Cc1ccco1,-2.6,0.2,1.1,-0.2
5.1,i,0.8,-2.0,0.1,i,CC(=O)N(c1ccc(N(C(C)=O)S(=O)(=O)c2ccccc2)cc1)S(=O)(=O)c1ccccc1,-1.1,-4.0,12.2,7.7
-3.5,i,1.0,-2.4,-0.2,i,NC(=O)C1CCN(c2oc(-c3cccs3)nc2S(=O)(=O)c2ccc(Br)cc2)CC1,-0.6,-2.0,-6.7,1.0
-8.1,i,0.0,1.9,4.5,i,CC1CCN(c2ccc(N3C(=O)C4CCCCC4C3=O)cc2[N+](=O)[O-])CC1 (stereo not drawn),0.3,-2.5,1.6,-16.0
-3.1,i,11.1,-0.2,14.8,i,Cc1nc2ccc(Nc3ccncc3)cc2s1,-3.9,-2.2,-8.5,6.9
-11.0,i,-1.0,0.2,-2.6,i,CCc1cc(C(=O)Nc2ncccc2O)sc1C,-2.3,5.7,-15.4,-2.0
1.9,i,-0.6,-0.2,-2.2,i,CCCCNc1cc(F)nc(N)n1,-1.9,0.0,-4.0,-3.6
-11.4,i,3.6,1.3,5.1,i,Cc1ccc(C(=O)C2=C(O)C(=O)N(c3ncccn3)C2c2ccc(Cl)cc2)o1 (stereo not drawn),-3.4,7.0,2.9,1.3
8.6,i,0.4,0.9,3.7,i,CN(C)c1ccc(C=C(C#N)C(=O)c2ccccc2)cc1Br,2.9,11.9,.,4.3
6.6,i,2.7,-0.8,0.0,i,COc1ccc(C)cc1S(=O)(=O)Nc1cccc(Cl)c1Cl,-1.9,-1.2,-11.9,-1.3
-3.5,i,1.0,0.0,0.2,i,Cc1cc(C(=O)NCc2ccc(Cl)cc2)n(-c2ccccc2)n1,-0.8,-10.1,8.6,-0.4
